Assay outcomes deposited in PubChem by several laboratories.
MEKK2 mut-MEK5 – signal of MEK5 binding to mutant human MEKK2 PB1 domain | 290,000 compounds, 0.35% hits | bead flow cytometry, Alexa488-MEK5 binding to MEKK2 mutant | percent response, % at 10 µM; in the data active = percent response above about 24%, passing the limit was not always enough; note: inactives centre near 1; some results filed as inactive read as strong as hits; reference of the scale not given here
GalR3 antag – human GalR3 antagonism; O60755; 360,000 compounds, 0.44% hits; inhibition, % at 3 µM; HEK293 GalR3-CNG cAMP membrane potential fluorescence; galR3 body fused to GalR1 C-terminus;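 active = inhibition above the screen-wide average plus 3 SD, cut at about 13% in these data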;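 note: forskolin and galanin both at EC90 stimulate the cells; cAMP rise reported by CNG channel membrane potential dye signal; 0% = forskolin plus galanin with DMSO and 100% = forskolin alone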
Target sequence (O60755 1-299 limits assumed): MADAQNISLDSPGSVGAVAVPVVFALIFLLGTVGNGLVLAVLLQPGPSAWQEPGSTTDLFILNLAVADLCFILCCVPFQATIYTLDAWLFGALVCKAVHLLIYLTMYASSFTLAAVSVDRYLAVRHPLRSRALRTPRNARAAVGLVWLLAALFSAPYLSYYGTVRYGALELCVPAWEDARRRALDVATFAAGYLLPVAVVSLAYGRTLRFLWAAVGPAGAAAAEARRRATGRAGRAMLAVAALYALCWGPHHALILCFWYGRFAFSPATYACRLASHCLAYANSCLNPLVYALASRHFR
MEKK2wt PB1 HTS – raises or lowers MEK5 binding to wildtype human MEKK2 PB1 domain | Q9Y2U5 | bead flow cytometry, Alexa488-MEK5 binding to MEKK2 WT; actives lie on both sides | binding response (% of control), % at 10 µM | 290,000 compounds, 1.1% hits | AID 1531; in the data active = binding response below about 67% or above about 130%
V1R ag counter – activates human V1a receptor in oxytocin agonist counter-screen; P37288; CHO-V1R cells, Fluo-8 calcium fluorescence, agonist mode; 0% DMSO, 100% 3 nM vasopressin; activation, % at 3 µM; 320,000 compounds, 0.25% hits; AID 2797;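 active = activation above the mean activation of all tested compounds plus 3 SD, per screening run, cut at about 20% in these data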;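 note: signal is peak over basal fluorescence ratio across a 100 second FLIPR read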
Target sequence (P37288 whole entry, looked up): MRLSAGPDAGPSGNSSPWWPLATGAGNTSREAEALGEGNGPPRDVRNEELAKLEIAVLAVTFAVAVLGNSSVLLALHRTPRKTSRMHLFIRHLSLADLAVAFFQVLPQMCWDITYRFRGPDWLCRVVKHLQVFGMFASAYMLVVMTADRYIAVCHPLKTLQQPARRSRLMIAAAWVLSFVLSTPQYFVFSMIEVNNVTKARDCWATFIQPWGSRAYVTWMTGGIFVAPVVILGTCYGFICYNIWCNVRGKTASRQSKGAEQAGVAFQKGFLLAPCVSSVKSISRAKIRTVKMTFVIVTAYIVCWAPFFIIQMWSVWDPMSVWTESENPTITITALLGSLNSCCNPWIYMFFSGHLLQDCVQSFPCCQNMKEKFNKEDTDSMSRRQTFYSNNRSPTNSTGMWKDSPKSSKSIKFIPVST
OXTR agonist – activates the human oxytocin receptor. activation, % at 3 µM. CHO-OTR cells, Fluo-8 calcium fluorescence; normalized: DMSO 0%, oxytocin 100%. AID 2435. 320,000 compounds, 0.32% hits;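 active = activation above the mean of all tested compounds plus 3 SD, cutoff set per screening run, cut at about 20% in these data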;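 note: peak over basal fluorescence ratio from a 100 s FLIPR kinetic read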
NALP1 yeast inh – NALP1 inhibition | inhibition, % at 10 µM | AID 2071 | 280,000 compounds, 0.61% hits | S. cerevisiae NALP1/ASC/caspase-1 growth, X-gal OD620, 72 h; in the data active = inhibition mostly above about 24%, no sharp cut-off; inactive = mostly below about 32%; note: some compounds called inactive have numbers as strong as hits
PHOSPHO1 block – inhibitors of human PHOSPHO1 phosphatase; Q8TCT1; recombinant PHOSPHO1, absorbance phosphatase assay; inhibition, % at 13.3 µM; 290,000 compounds, 1.1% hits; in the data active = inhibition above about 60%
Target sequence (Q8TCT1 whole entry, looked up): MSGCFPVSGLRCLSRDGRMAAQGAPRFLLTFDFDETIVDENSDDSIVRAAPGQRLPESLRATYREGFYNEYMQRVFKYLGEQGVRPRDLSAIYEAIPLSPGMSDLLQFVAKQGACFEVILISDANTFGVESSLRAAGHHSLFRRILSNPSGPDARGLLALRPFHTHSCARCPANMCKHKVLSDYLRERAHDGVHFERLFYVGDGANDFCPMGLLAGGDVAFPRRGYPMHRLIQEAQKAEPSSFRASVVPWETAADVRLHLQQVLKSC
GPR7 antag – antagonists of human GPR7 (neuropeptides B/W receptor 1); 290,000 compounds, 1.1% hits; GPR7-expressing cells, fluorescence antagonist assay; inhibition, % at 4.4 µM; in the data active = inhibition above about 16%, passing the limit was not always enough;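 note: cells stimulated with the agonist NPW; 0% = agonist with vehicle and 100% = vehicle without agonist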
MEKK3 PB1 HTS – modulators (inhibitors or enhancers) of MEK5 binding to human MEKK3 PB1 domain | binding response (% of control), % at 10 µM | AID 1529 | bead-based flow cytometry, Alexa488-MEK5 binding to MEKK3; actives lie on both sides; 0 = blocked by unlabeled MEK5, 100 = vehicle | 290,000 compounds, 1.4% hits;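 active = binding response more than 3 SD above or below the average of its plate-row segment, actives on both sides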;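 note: Alexa488 bead fluorescence after subtracting the streptavidin-only scavenger bead signal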
Numbers without * were called inactive; . = not tested or not shown. Compounds were not picked by outcome. About 5.4% of those tested had a hit in this group.

SMILES	MEKK2 mut-MEK5	GalR3 antag	MEKK2wt PB1 HTS	V1R ag counter	OXTR agonist	NALP1 yeast inh	PHOSPHO1 block	GPR7 antag	MEKK3 PB1 HTS
CC(C)NC(=O)NC(=O)COC(=O)c1ccc(OC(F)(F)F)cc1	-1.0	-3.1	103.0	-1.2	-1.8	16.2	-13.3	-2.1	102.0
C/C(CC(=O)NC1CCCCC1)=N\NC(=O)c1ccccc1C	9.0	-6.4	102.0	0.5	0.0	-4.3	40.5	-4.9	106.0
CC(=O)c1c(C)nc(-c2cccc([N+](=O)[O-])c2)n1O	3.0	-3.5	106.0	0.8	0.7	-20.7	38.5	-8.0	109.0
CN(CC(=O)Nc1cccc2ccccc12)c1ccc(S(=O)(=O)N2CCOCC2)cn1	10.0	-0.4	105.0	5.8	5.0	9.8	5.0	-7.6	103.0
Oc1ccc(/C=N/Nc2cc(N3CCOCC3)nc(N3CCOCC3)n2)cc1O	4.0	1.9	101.0	-0.1	-0.6	10.9	-13.2	-7.2	102.0
Cc1nnsc1SCC(=O)O	6.0	1.1	111.0	-0.5	0.0	-6.2	54.2	-17.1	107.0
COc1cc(/C=C2\C(=N)N3N=C(S(=O)(=O)CC(C)C)SC3=NC2=O)ccc1OC(=O)c1ccco1	-1.0	.	99.0	0.4	-1.6	-21.6	1.9	6.2	98.0
CCOC(=O)N1CCN(C(=O)CN(C2CCCCC2)S(=O)(=O)c2ccc(F)cc2)CC1	7.0	-3.8	110.0	0.1	0.3	38.1*	-1.4	4.0	107.0
CCC(=O)n1nc(-c2ccc(Cl)cc2)nc1NCc1ccccc1	9.0	-1.0	108.0	-1.0	0.8	0.1	-13.9	-0.7	106.0
COC(=O)CN1C(=O)[C@H]2[C@@H](/C=C/c3ccccc3)N3C(=O)CN(CCO)C(=O)[C@@]3(Cc3ccccc3)[C@H]2C1=O	4.0	-0.8	104.0	-0.4	-0.2	-5.6	-1.7	0.6	104.0
COc1cccc(/C=N/NC(=O)C(=O)N/N=C/c2cccc(OC)c2OC)c1OC	-3.0	1.7	95.0	2.5	2.3	36.4	-10.6	-6.1	88.0
COc1ccc(NC(=O)/C=C/c2cccc(C(F)(F)F)c2)cn1	-3.0	-8.0	96.0	9.8	5.8	25.0	19.0	-2.6	98.0
CCOCCn1c(C(C)O)nc2ccccc21 (configuration not stated)	11.0	-0.1	107.0	0.1	0.9	-2.4	-0.8	-3.8	94.0
COc1ccc(-n2c(SCc3cn4c(C)cccc4n3)nc3ccccc3c2=O)cc1OC	7.0	-7.4	110.0	3.5	-1.3	-5.8	36.0	8.1	118.0
NC(=O)c1ccccc1OCC(=O)Nc1ccc(Cl)c(Cl)c1	-3.0	-5.7	97.0	9.6	14.8	-10.1	20.3	7.6	98.0
COc1ccc(CN2CCCC(C(=O)c3cccc(C(F)(F)F)c3)C2)cc1O (configuration not stated)	5.0	-4.5	114.0	1.4	4.6	14.2	7.6	5.8	105.0
Cc1ccc(-n2nc3c(c2NC(=O)c2ccc(F)c(F)c2)CS(=O)(=O)C3)cc1	0.0	-0.1	99.0	1.2	0.7	13.3	21.2	14.0	97.0
Fc1cccc(NC(=S)NCc2ccccc2Cl)c1	6.0	0.7	100.0	5.1	6.0	6.1	3.2	-22.0	102.0
COc1ccc([N+](=O)[O-])cc1N(CC(O)CN1C(=O)NC(C)(C)C1=O)S(=O)(=O)c1ccccc1 (configuration not stated)	8.0	-7.5	103.0	0.6	0.0	14.5	28.0	-0.3	101.0
O=C(CCc1ccccc1)N1CCN(c2ccc(Cl)cc2)CC1	0.0	-4.2	100.0	0.4	-0.1	2.3	2.2	5.8	100.0
COc1ccc2cc(CN(Cc3cccnc3)S(=O)(=O)c3ccccc3)c(=O)[nH]c2c1	7.0	-4.6	108.0	2.4	1.9	8.2	16.3	-1.2	104.0
CCn1c(SCC(=O)N/N=C/C=C/c2ccco2)nnc1-c1ccccc1	0.0	-7.0	106.0	-1.2	-1.8	29.1	2.5	-11.8	128.0*
COc1cccc(-c2cnc(OC(C)(C)C)nc2OC(C)(C)C)c1	.	-3.9	.	-0.9	-1.3	-2.5	7.2	-4.0	.
C#CCOCCOCCOCCNc1nc(N2CCN(C(=O)[C@H](CCCCN)n3cc(C(N)CO)nn3)CC2)nc(N2CCN(C(=O)[C@H](CCCCN)n3cc(C(N)COC(=O)C(F)(F)F)nn3)CC2)n1 (some centres not stated)	5.0	.	112.0	2.0	0.3	.	.	.	102.0
CCOc1ccc(CN2CCNC(=O)C2CC(=O)NCc2csc(C)n2)cc1 (configuration not stated)	2.0	-3.3	106.0	0.4	-0.1	17.7	2.5	13.6	100.0
Remaining list, next part
SMILES	MEKK2 mut-MEK5	GalR3 antag	MEKK2wt PB1 HTS	V1R ag counter	OXTR agonist	NALP1 yeast inh	PHOSPHO1 block	GPR7 antag	MEKK3 PB1 HTS
C#CCCCc1nc2ccccc2c(=O)n1N	-4.0	4.6	93.0	0.6	-1.8	6.0	-9.0	0.5	86.0
Cc1ccc(N(CC(=O)NC2CCCCC2)C(=O)CCC(=O)Nc2nccs2)cc1	0.0	-8.6	101.0	-0.6	0.1	6.7	23.2	-4.3	100.0
COC(=O)c1cc(NC(=O)c2cc3ccccc3o2)cc(C(=O)OC)c1	-4.0	-5.0	93.0	0.2	-0.2	11.3	29.1	-7.8	97.0
Cc1ccc(C(=O)CSc2ccc(-c3ccccc3)nn2)cc1	12.0	-3.9	103.0	-0.1	-1.4	39.5	-7.9	1.9	100.0
COCc1nnc(NC(=O)c2sc3ccccc3c2Cl)s1	-7.0	-4.9	98.0	0.3	1.6	12.5	-33.6	-11.1	97.0
Cc1ccc(-n2c(O)c(C=NCc3ccccn3)c3ccccc3c2=O)cc1	0.0	-2.5	106.0	-0.2	0.4	.	-14.7	-5.8	129.0*
CCCCNC(=O)c1ccc2c(OCC)n(CCCC)nc2c1	3.0	-2.3	101.0	-0.5	-2.2	4.9	19.1	-11.1	103.0
Brc1ccc2ncnc(NCc3cccnc3)c2c1	12.0	-4.9	103.0	4.8	0.8	-5.7	-1.3	-14.9	99.0
O=C(CCc1nc2ccccc2c(=O)[nH]1)Nc1ccc(Cl)c(Cl)c1	-2.0	-9.2	90.0	3.8	1.1	32.5	-21.2	1.3	93.0
Cc1ccc(Cl)cc1N1CCN(S(=O)(=O)c2ccc3[nH]c(=O)c(=O)[nH]c3c2)CC1	-6.0	-2.7	93.0	3.2	3.9	24.7	-6.8	1.2	97.0
N/C(Cc1ccc([N+](=O)[O-])cc1)=N\OC(=O)c1ccccc1Br	-1.0	1.6	100.0	1.4	-2.0	68.4*	-7.4	-7.8	103.0
O=C1Nc2ccccc2/C1=N\N=C\C1=C(N2CCOCC2)C(=C\c2ccccc2)/CC1	-5.0	-7.3	81.0	0.9	5.2	9.8	-1.6	1.9	84.0
COc1ccc(C2CC(C(F)(F)F)n3ncc(C(=O)Nc4c(C)n(C)n(-c5ccccc5)c4=O)c3N2)cc1 (configuration not stated)	9.0	0.0	110.0	1.3	-1.4	3.7	-54.0	-11.4	113.0
CCOc1ccc(C2=Nc3ccc(Br)cc3C(c3ccc(N4CCOCC4)cc3)=NN2)cc1	10.0	-6.1	106.0	-0.7	-2.4	30.2	-0.6	5.8	103.0
CCOC(=O)c1ccc(-n2c(O)c(/C=N/NC(=O)C3COc4ccccc4O3)c3ccccc3c2=O)cc1 (configuration not stated)	5.0	-0.1	98.0	2.7	0.1	-17.1	9.6	-2.1	99.0
COc1ccccc1Oc1c(C)oc2c(CN3CCOCC3)c(O)ccc2c1=O	6.0	-6.0	102.0	-0.9	0.6	-19.7	15.9	-6.3	100.0
COc1cc(C(C[N+](=O)[O-])c2c(N)n(C)c(=O)n(C)c2=O)ccc1O (configuration not stated)	.	-2.3	.	-0.8	0.7	-4.1	-33.9	-6.6	.
CN(C)S(=O)(=O)c1cccc(NC(=O)c2cc(=O)[nH]c3ccccc23)c1	-18.0	-2.4	69.0	0.1	-0.2	-2.6	-43.9	3.4	79.0
COCCNc1nc(-c2cc(C)c(C)cc2C)cs1	0.0	-4.1	106.0	-0.7	-3.0	13.3	15.3	-4.3	100.0
CCS(=O)(=O)NCC(c1cccnc1)N1CCN(c2ccccc2OC)CC1 (configuration not stated)	11.0	.	113.0	0.2	0.7	.	15.2	-2.1	99.0
COc1cc2[nH]c(=S)nc(NCc3cccnc3)c2cc1OC	13.0	-10.4	105.0	1.4	0.1	-0.3	14.0	-5.3	106.0
COc1cc(OC)c(NC(=O)CCNS(=O)(=O)c2ccc3c(c2)oc(=O)n3C)cc1Cl	-2.0	-6.3	102.0	0.9	-1.0	-7.8	48.9	-5.1	109.0
C=CC[n+]1c(-c2ccc(OC)cc2)csc1NNC(=O)Nc1ccccc1	3.0	-10.2	102.0	0.9	2.0	38.0	66.0*	8.1	103.0
COc1ccc(CCC(=O)O)cc1OC	4.0	-8.1	98.0	0.7	1.5	-16.0	19.5	-14.9	101.0
CCCOC(=O)c1cc(NC(=O)/C=C/c2ccccc2)ccc1O	-1.0	-6.5	101.0	-1.0	-2.1	7.6	-0.5	-12.7	100.0

As a short view, part of the list above.
SMILES	MEKK2 mut-MEK5	GalR3 antag	MEKK2wt PB1 HTS	V1R ag counter	OXTR agonist	NALP1 yeast inh	PHOSPHO1 block	GPR7 antag	MEKK3 PB1 HTS
CC(C)NC(=O)NC(=O)COC(=O)c1ccc(OC(F)(F)F)cc1	-1.0	-3.1	103.0	-1.2	-1.8	16.2	-13.3	-2.1	102.0
C/C(CC(=O)NC1CCCCC1)=N\NC(=O)c1ccccc1C	9.0	-6.4	102.0	0.5	0.0	-4.3	40.5	-4.9	106.0
CC(=O)c1c(C)nc(-c2cccc([N+](=O)[O-])c2)n1O	3.0	-3.5	106.0	0.8	0.7	-20.7	38.5	-8.0	109.0
CN(CC(=O)Nc1cccc2ccccc12)c1ccc(S(=O)(=O)N2CCOCC2)cn1	10.0	-0.4	105.0	5.8	5.0	9.8	5.0	-7.6	103.0

(list continues)
SMILES	MEKK2 mut-MEK5	GalR3 antag	MEKK2wt PB1 HTS	V1R ag counter	OXTR agonist	NALP1 yeast inh	PHOSPHO1 block	GPR7 antag	MEKK3 PB1 HTS
CN(C)Cc1cc(C(C)(C)C)c(O)c(C(C)(C)C)c1	1.0	-0.3	103.0	-0.4	0.0	9.2	3.6	-8.5	101.0
O=C(O)Cc1ccc(NS(=O)(=O)c2ccc3ccccc3c2)cc1	6.0	-11.8	107.0	0.6	0.5	19.0	27.0	-4.5	105.0
CCOc1ccc(NC(=S)N2CCC(NC(=O)c3ccccc3C)CC2)cc1	4.0	-9.5	103.0	0.1	-0.1	11.2	18.4	5.6	101.0
Cc1[nH]c(=S)[nH]c(=O)c1Cc1ccccc1	3.0	-6.1	103.0	1.2	2.9	4.5	34.1	-5.3	107.0
COc1ccc(CCNC(=O)CSc2nc3ccccc3o2)cc1OC	-5.0	-2.3	89.0	0.3	0.6	16.1	-11.5	-7.8	95.0
O=C1Nc2ccccc2C1=Nc1cccc([N+](=O)[O-])c1	1.0	-10.7	100.0	-0.2	1.1	17.9	6.2	9.3	97.0

Arranged by length of the SMILES (high to low): 3 of the compounds above.
SMILES	MEKK2 mut-MEK5	GalR3 antag	MEKK2wt PB1 HTS	V1R ag counter	OXTR agonist	NALP1 yeast inh	PHOSPHO1 block	GPR7 antag	MEKK3 PB1 HTS
O=C(O)Cc1ccc(NS(=O)(=O)c2ccc3ccccc3c2)cc1	6.0	-11.8	107.0	0.6	0.5	19.0	27.0	-4.5	105.0
C/C(CC(=O)NC1CCCCC1)=N\NC(=O)c1ccccc1C	9.0	-6.4	102.0	0.5	0.0	-4.3	40.5	-4.9	106.0
COCc1nnc(NC(=O)c2sc3ccccc3c2Cl)s1	-7.0	-4.9	98.0	0.3	1.6	12.5	-33.6	-11.1	97.0
